Polio RdRp inh = poliovirus RdRp elongation inhibitors, primary screen, biochemical, fluorescence polarization, total intensity. AID 588519, 2011. poliovirus polymerase elongation; stronger effect = lower value. Genome polyprotein (Poliovirus type 1 (strain Mahoney)), P03300. 150,000 compounds, 0.66% hits. % elongation, % (compound at 16.7 µg/mL); in the data active = % elongation below about 90%; also: some results filed as inactive read as strong as hits
Target sequence (P03300 1749-2209 limits assumed): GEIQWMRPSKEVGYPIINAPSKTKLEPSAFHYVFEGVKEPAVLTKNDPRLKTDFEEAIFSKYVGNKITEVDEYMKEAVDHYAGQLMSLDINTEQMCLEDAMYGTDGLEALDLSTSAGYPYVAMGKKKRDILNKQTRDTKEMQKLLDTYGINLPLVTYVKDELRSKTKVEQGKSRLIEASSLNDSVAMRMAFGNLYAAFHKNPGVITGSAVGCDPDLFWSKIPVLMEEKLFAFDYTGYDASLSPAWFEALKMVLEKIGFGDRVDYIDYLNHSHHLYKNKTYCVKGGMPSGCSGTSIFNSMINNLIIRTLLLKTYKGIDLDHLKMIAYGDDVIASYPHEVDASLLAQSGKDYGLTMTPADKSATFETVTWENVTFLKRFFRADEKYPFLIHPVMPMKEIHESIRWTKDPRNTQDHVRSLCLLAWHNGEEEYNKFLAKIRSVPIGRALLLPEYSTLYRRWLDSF
Polio RdRp inh FP z-score = also measured in Polio RdRp inh; calls as there; z-score; measured here: FP z-score; hits read low
Numbers without * were called inactive; & = joins results of further samples.

compound | Polio RdRp inh | Polio RdRp inh FP z-score
CCOc1ccccc1C(=O)Nc1cccc(C)c1 | 102 | 0.1
COc1ccc(Nc2cnnc3c(Cl)cccc23)cc1OC | 101 | -0.3
COc1ccc(S(=O)(=O)NC2(C(=O)O)CCCCC2)cc1 | 101 | 0.5
CC/C(C)=N/N1C(=O)c2ccccc2NC1(C)CC (stereo not given) | 99 | -0.6
CC1(C)CC2=NN(c3ccccc3)P(=O)(OCC3CCCO3)C2=C(N2CCCCC2)C1 (stereo not given) | 101 | 0
CN[C@@H]1[C@H](O[C@H]2[C@H](O[C@@H]3[C@@H](O)[C@H](O)[C@@H](N=C(N)N)[C@H](O)[C@H]3N=C(N)N)O[C@@H](C)[C@]2(O)C=O)O[C@@H](CO)[C@H](O)[C@H]1O | 100 | 0.1
COc1ccc2c(c1)C(=O)N(CCc1ccc(S(=O)(=O)NC(=O)NC3CCCCC3)cc1)C(=O)C2(C)C | 100 | 0.4
Cc1csc(NC(=O)c2cc[n+]([O-])cc2)n1 | 101 | -0.4
NC(=O)N1c2ccccc2C=Cc2ccccc21 | 102&99 | 0.5&-0.3
C/C(=C\c1ccccc1)c1ccc2c(c1)CCN2C | 105 | 0.9
CC1CCCCN1S(=O)(=O)c1ccc(C(=O)Nc2sc3c(c2C(N)=O)CC(C)(C)NC3(C)C)cc1 (stereo not given) | 106 | -0.2
CC1=C(C(=O)OC2CCCCCC2)C(c2ccc(Cl)cc2)CC(=O)N1 (stereo not given) | 110 | 1.2
C/C(CCc1ccc2c(c1)OCO2)=N\N=C(/N)SC1CC(=O)N(c2ccccc2)C1=O (stereo not given) | 99 | -0.3
CNC(=O)c1c(O)c2ccccc2n(C)c1=O | 108 | 0.5
O=C(Cc1ccc(F)cc1)NC1CC(=O)N(c2ccc3c(c2)OCCO3)C1 (stereo not given) | 102 | -1.1
Cc1cccc(N2CCN(C(=O)c3ccc(Nc4nc5ccccc5n5nnnc45)cc3)CC2)c1C | 104 | -0.1
CCC(=O)N(c1nnc(SC(C)c2nc3ccccc3c(=O)[nH]2)s1)C1CC1 (stereo not given) | 108 | 0.8
Cc1ccc(NC(=O)C2CCN(c3nnc(-n4cccc4)s3)CC2)cc1Cl | 100 | -1.1
CCCCN(CCCC)CCn1cnc2c([nH]c3ccc(OC)cc32)c1=O | 104 | -0.4
CCOc1ccccc1NC(=O)CN(c1cc(C)cc(C)c1)S(=O)(=O)c1c(C)nn(C)c1C | 108 | 0.2
O=C(COc1ccccc1Cl)N1CCOCC1 | 107 | 0.6
CCN(CC)S(=O)(=O)c1ccc2c(c1)nc(CN(C)C(=O)Nc1ccc(C)c(Cl)c1)n2C | 102 | -0.9
CCCCOc1ccc(CNC(=O)Cc2ccc(NC(=O)N3CCCCc4ccccc43)cc2)cc1 | 105 | 0
N#Cc1cnn(C(N)=S)c1N | 98 | -0.4
COc1ccc(N2CC(NC(=O)c3ccc(S(=O)(=O)N4CCOCC4)cc3)CC2=O)cc1OC (stereo not given) | 101 | -1.5
COc1ccc(C2=NC(c3ccncc3)=Nc3ccc(C(C)C)cc3N2)cc1OC | 102 | -0.7
O=C(NCc1nc(-c2ccccc2)no1)c1ccccc1 | 104 | 0.1
CC1CCN(c2nn3c(=O)c(C(=O)NC(C)C)cnc3s2)CC1 | 104 | -0.5
O=C(CSc1nc2ccccc2n1Cc1ccccc1)Nc1ccccn1 | 102 | 0.3
N/C(=N\S(=O)(=O)c1ccccc1)c1ccccc1 | 102 | 0
CN1CCN(S(=O)(=O)c2ccc(NC(=O)C(C)(C)C)cc2)CC1 | 102 | 0.8
COc1ccc(CN2CCc3nc(SCC(=O)Nc4cc(C)cc(C)c4)[nH]c(=O)c3C2)cc1 | 114 | 0.4
CCC(C)N=C1NC=NC2SC(C3COc4ccccc4O3)=CC12 (stereo not given) | 106 | 1.8
CN(C(=O)c1ccc(-n2cnnn2)cc1)C1CC(C)(C)NC(C)(C)C1 | 96 | -0.6
CSc1nn(Cc2cccc(C)c2)c(N)c1S(=O)(=O)c1ccccc1 | 109 | 0.5
O=C(NC1(c2ccccc2)CC1)N1CCN(c2ccccc2)CC1 | 105 | 0.2
COCCn1c(=NC(=O)CSCC(=O)N2CCCc3ccccc32)sc2cc(OC)ccc21 | 102 | -0.2
CCS(=O)(=O)c1ccc(OC)c(NN=c2c(=O)c3ccccc3c2=O)c1 | 101 | -0.2
CC(=O)OCC1=C(C(=O)O)N2C(=O)[C@@H](NC(=O)CSc3ccncc3)[C@H]2SC1 | 99&101 | -0.1&0.2
CC1(C)CC(N=Cc2ccco2)CC(C)(C)N1 | 99 | -0.6

Quoted at random: 7 compounds from above, in no set order.
compound | Polio RdRp inh | Polio RdRp inh FP z-score
CCOc1ccccc1C(=O)Nc1cccc(C)c1 | 102 | 0.1
CN[C@@H]1[C@H](O[C@H]2[C@H](O[C@@H]3[C@@H](O)[C@H](O)[C@@H](N=C(N)N)[C@H](O)[C@H]3N=C(N)N)O[C@@H](C)[C@]2(O)C=O)O[C@@H](CO)[C@H](O)[C@H]1O | 100 | 0.1
COc1ccc(N2CC(NC(=O)c3ccc(S(=O)(=O)N4CCOCC4)cc3)CC2=O)cc1OC (stereo not given) | 101 | -1.5
CN1CCN(S(=O)(=O)c2ccc(NC(=O)C(C)(C)C)cc2)CC1 | 102 | 0.8
CSc1nn(Cc2cccc(C)c2)c(N)c1S(=O)(=O)c1ccccc1 | 109 | 0.5
O=C(NCc1nc(-c2ccccc2)no1)c1ccccc1 | 104 | 0.1
COCCn1c(=NC(=O)CSCC(=O)N2CCCc3ccccc32)sc2cc(OC)ccc21 | 102 | -0.2

The listing picks up with the 2 entries that preceded the break.
compound | Polio RdRp inh | Polio RdRp inh FP z-score
CC(=O)OCC1=C(C(=O)O)N2C(=O)[C@@H](NC(=O)CSc3ccncc3)[C@H]2SC1 | 99&101 | -0.1&0.2
CC1(C)CC(N=Cc2ccco2)CC(C)(C)N1 | 99 | -0.6
Cc1ccccc1NC(=O)NC1(C(=O)N2CCc3ccccc32)CCCCC1 | 103 | 0.5
CCCc1nnc2n1N=C(c1ccc(Br)cc1)CS2 | 100 | -0.4
CCc1nc2ccc(C(=O)NCCc3ccc(SC)cc3)cc2nc1CC | 105 | -0.1
COc1ccc(-c2nc(CS(=O)CC(=O)N3CCCC3)c(C)o2)cc1 (stereo not given) | 104 | 0.8
COc1cc(-c2cc3n(C)c(C)c(CCC(=O)Nc4ccc(F)cc4)c(=O)n3n2)cc(OC)c1OC | 108 | 0.2
Cc1ccc(OCC(=O)N(Cc2ccco2)c2ccccn2)cc1 | 106 | -0.1
Cc1cc(SC(C)C(=O)O)n2c(nc3ccccc32)c1C#N (stereo not given) | 93 | -0.9
Cc1cc(C)n(CC(=O)n2c3ccccc3c3ccccc32)n1 | 100 | -0.3
CCOC(=O)/C=C(\C)Nc1cc(-c2ccc(Cl)cc2)[nH]n1 | 101 | -0.4
CC1=C(C#N)C(Nc2ccccn2)(C(F)(F)F)C(=O)N1 (stereo not given) | 100 | 0
Cc1ccc2onc(CC(=O)Nc3cccc(C(F)(F)F)c3)c2c1 | 106 | 0
CCOc1ccc(NC(=S)NC(C)(C)CC)cc1 | 105 | 0.5
Cc1csc2nc(-c3cccc(NC(=O)c4c(F)cccc4F)c3)cn12 | 109 | 0.3
CCNc1ccc2oc3ccccc3c2c1 | 101 | 0.1
COc1ccc(Cn2c(=O)n(-c3ccc(C)cc3)c(=O)c3c2c2cc(C)ccc2n3C)cc1 | 109 | 0.4
C=C(C)CN1C(=O)C(O)(c2c[nH]c3ccccc23)c2ccccc21 (stereo not given) | 107 | 2.2
CCc1nnc(NC(=O)c2cc(=O)c3cc(C)c(C)cc3o2)s1 | 107 | 0
COc1ccc(NC(=O)Nc2c(C)noc2-c2ccccc2)cc1 | 102 | 0.2
Cc1ccccc1NC(=O)NCCc1c[nH]c2ccccc12 | 101 | -0.2
COC(=O)c1ccc(NC(=O)CSc2nc(C)cc(C)c2C(=O)Nc2ccccc2)cc1 | 105 | -0.4
O=C(/C=N/O)Nc1ccccc1C(=O)O | 101 | -0.1
COc1ccc(CC(=O)Nc2ccc(N3CCN(c4ccc(OC)cc4)CC3)c(C#N)c2)cc1 | 100 | 0
O=C(NCc1ccc(F)cc1)c1c2c(nc3ccccc13)C(=O)N(C1CCCCC1)C2 | 104 | -0.1
CCN(Cc1ccncc1)C(=O)c1cc(=O)c2ccccc2o1 | 99 | -1.4
O=C(Nc1cccc(C(F)(F)F)c1)c1cc(S(=O)(=O)N2CCCC2)c[nH]1 | 104 | -0.4
C=CCNC(=O)CN1C(=O)c2ccccc2S1(=O)=O | 101 | -0.7
O=C(c1ccc(Br)cc1)N1CCC(Cc2ccccc2)CC1 | 102 | -0.1
CC(NC(=O)C(C)(C)C)C(c1cccs1)N1CCOCC1 (stereo not given) | 100 | -0.4
Cc1ccc(NS(=O)(=O)c2cc3[nH]c(=O)c(=O)[nH]c3cc2C)cc1N(C)C | 109 | 0.5
Cc1nn(-c2ccc(N3CCCCC3)nn2)c(C)c1CCC(=O)Nc1ccc(F)cc1F | 113 | 1.4

Some of these compounds in order of heavy-atom count, falling:
compound | Polio RdRp inh | Polio RdRp inh FP z-score
Cc1ccc(NS(=O)(=O)c2cc3[nH]c(=O)c(=O)[nH]c3cc2C)cc1N(C)C | 109 | 0.5
O=C(Nc1cccc(C(F)(F)F)c1)c1cc(S(=O)(=O)N2CCCC2)c[nH]1 | 104 | -0.4
CCN(Cc1ccncc1)C(=O)c1cc(=O)c2ccccc2o1 | 99 | -1.4

(more compounds)
compound | Polio RdRp inh | Polio RdRp inh FP z-score
C#CCOc1ccc2c(c1)c(C(=O)OCC)c(C)n2-c1ccc(N(C)C)cc1 | 104 | 0.5
COc1cccc(NC(=O)Cn2c(-c3cncs3)nc3ccccc32)c1 | 104 | 0.1
Cc1ccc(NC(=O)C2C3C=CC4(O3)C2C(=O)N(CCCN2CCOCC2)C4C(=O)NC2CCCC(C)C2C)cc1Cl (stereo not given) | 101 | 0.1
COc1ccc(-c2c(C(=O)O)oc(=O)c3ccccc23)cc1 | 101 | 0
Cc1ccc(OCC(=O)Nc2ccc(S(=O)(=O)N3CCOCC3)cc2)c(C)c1 | 100 | -0.5
COc1ccc(CCn2c(=S)[nH]c3cc(C(F)(F)F)ccc32)cc1OC | 100 | -0.5
Cc1nn(Cc2c(Cl)cccc2Cl)c(C)c1NC(=O)c1noc2c1CC(C(C)(C)C)CC2 (stereo not given) | 101 | -0.3
CC(C)CC(=O)Nc1nnc(SCc2cc(=O)n3ccccc3n2)s1 | 98 | -1.7
CC(C)=NNC(=O)COc1ccccc1 | 99 | -0.1
Cc1ccc(Cn2c(C)c3cnn(CC(=O)N4CCN(c5cc(C)ccc5C)CC4)c(=O)c3c2C)cc1 | 103 | -0.6
CCOc1ncccc1C(=O)N1CCN(c2cccc(OC)c2)CC1 | 100 | -0.4
CC(C)CC(=O)Nc1ccc(N2CCN(C(=O)c3cccs3)CC2)cc1 | 103 | 0.2
O=c1c2ccccc2c2ccccc2c(=O)n1-c1ccccc1 | 99 | -0.7
COc1cccc(Cn2c(=O)n(Cc3ccco3)c(=O)c3oc4ccccc4c32)c1 | 102 | -1
CCN(CC)c1ccc(/C=C2/SC(=O)NC2=O)cc1 | 121 | 3.6
COc1cccc(NC(=O)COc2ccccc2F)c1 | 102 | 0.3
CCOC(=O)c1oc2ccc(Br)cc2c1COC(=O)Cn1c(=O)oc2ccccc21 | 101 | -0.1
CN(C)C(=S)NC1CCCCC1 | 102 | -0.5
CCc1ccc(-n2c(SCc3ccccc3F)nc3[nH]ncc3c2=O)cc1 | 108 | 0.6
COc1cc(NC(=O)c2c(C)oc3ncnc(N4CCCCC4)c23)cc(OC)c1 | 102 | -0.8
Cc1ccc2oc(-c3ccc(C(C)(C)C)cc3)nc2c1 | 103 | 0.4
O=C1CCCc2[nH]c(-c3ccccc3)nc21 | 99 | -1.2
Oc1ccccc1C=Nc1ccccc1O | 105 | 1.3
CC(c1ccccc1)n1c(SC(F)F)nc2ccccc2c1=O (stereo not given) | 109 | 0.7
NC(=O)CCN1CCn2c1nc1ccccc12 | 108 | 0.7
O=C(CCCc1c[nH]c2ccccc12)NCc1ccccc1C(F)(F)F | 103 | 0.8
CCN(CC)Cc1ccc(C(=O)O)cc1 | 100 | 0
Cc1cc(Br)cc(C)c1OCC(=O)Nc1ccc(S(=O)(=O)Nc2ncccn2)cc1 | 106 | 0.5
COc1ccc(NC(=O)c2oc3c(c2C)-c2nn(Cc4c(F)cccc4Cl)cc2CC3)c(OC)c1 | 109 | 0.4
CC(c1cccs1)n1nccc1NC(=O)CCC(=O)O (stereo not given) | 107 | 0.5
CCOC(=O)/C=C1\SCC(=O)N1Cc1ccc(C(=O)OC)cc1 | 111 | 0.8
O=C(CSCc1c(Cl)cccc1Cl)N1CCOCC1 | 101 | 0.1
N#Cc1cc2ccc(Br)cc2cc1C#N | 98 | -1.2
O=C1CC(n2nc(C(O)c3ccccc3)n(-c3ccccc3)c2=S)C2COC1O2 (stereo not given) | 113 | 1.5
Cc1ccc(Cl)cc1N1CCN(CCNC(=O)Nc2ccccc2Cl)CC1 | 108 | -0.3
CC(=O)Nc1ccc(NC(=O)C2(c3cccs3)CCOCC2)cc1 | 103 | 0.1
COc1ccc(-c2cc(C)no2)cc1S(=O)(=O)N1CCc2ccccc21 | 136 | 6.3
CCOC(=O)C1CCCN(C(=O)C2CCN(c3nnc(C)c4c(C)n(-c5ccccc5)nc34)CC2)C1 (stereo not given) | 105 | -0.2
CCNc1nc(OC(C(F)(F)F)C(F)(F)F)nc(N(c2ccccc2)c2ccccc2)n1 | 104 | 0

High-throughput results as filed in PubChem BioAssay.

Some of the compounds tested; count on the stated rates, not on these rows.
